Screening results deposited in PubChem BioAssay by Broad Institute.
EWS-Fli block = EWS/Fli transcriptional activity inhibition; A673 NR0B1-luciferase reporter, viability-normalised; inhibition, % at 12.6 µM; 350,000 compounds, 0.67% hits; AID 651661;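 active = mean inhibition of at least 50% after viability correction, with every replicate also passing that limit; inconclusive = mean reaches 50% but only one of two replicates passes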;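 note: firefly luciferase signal divided by Alamar Blue viability fluorescence both relative to DMSO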
LGR2 inh = Drosophila LGR2 receptor signaling inhibition | HEK293 LGR2, CRE-luciferase, bursicon-stimulated, 4 h | inhibition, % at 9.99 µM | 380,000 compounds, 0.35% hits | AID 720647;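 active = drop in luminescence signal, shown as inhibition above about 50% in the replicate tests, limit read from the data, passing the limit was not always enough; inconclusive = probably only some replicates passing the limit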;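 note: agonist challenge used bursicon conditioned medium at about half maximal strength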
PAX8 inh HTS = PAX8 transcriptional activity inhibition. RMG-I TPO-luciferase reporter, SteadyGlo, 24 h. inhibition, % at 12.6 µM. 360,000 compounds, 1.2% hits. AID 652154;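 active = mean replicate inhibition at least 60% with every replicate also reaching 60%; inconclusive = only one of the two criteria is met; inactive = mean below 60% and not all replicates reaching 60%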;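 note: luciferase light reporting Pax8 driven TPO promoter activity; plate controls were median of neutral control wells for no effect and mitoxantrone controls for full effect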
ERAP1 inh = inhibitors of human ERAP1 aminopeptidase; inhibition, % at 10.7 µM; Q9NZ08; recombinant ERAP1, Leu-AMC fluorescence, 60 min; 340,000 compounds, 0.15% hits;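 active = mean replicate inhibition of at least 30%, or all replicates individually reaching that 30% level; inactive = mean below 30% and not every replicate reaching it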;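 note: 0% = neutral control wells and 100% = L-leucinethiol positive control wells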
Target sequence (Q9NZ08 whole entry, looked up): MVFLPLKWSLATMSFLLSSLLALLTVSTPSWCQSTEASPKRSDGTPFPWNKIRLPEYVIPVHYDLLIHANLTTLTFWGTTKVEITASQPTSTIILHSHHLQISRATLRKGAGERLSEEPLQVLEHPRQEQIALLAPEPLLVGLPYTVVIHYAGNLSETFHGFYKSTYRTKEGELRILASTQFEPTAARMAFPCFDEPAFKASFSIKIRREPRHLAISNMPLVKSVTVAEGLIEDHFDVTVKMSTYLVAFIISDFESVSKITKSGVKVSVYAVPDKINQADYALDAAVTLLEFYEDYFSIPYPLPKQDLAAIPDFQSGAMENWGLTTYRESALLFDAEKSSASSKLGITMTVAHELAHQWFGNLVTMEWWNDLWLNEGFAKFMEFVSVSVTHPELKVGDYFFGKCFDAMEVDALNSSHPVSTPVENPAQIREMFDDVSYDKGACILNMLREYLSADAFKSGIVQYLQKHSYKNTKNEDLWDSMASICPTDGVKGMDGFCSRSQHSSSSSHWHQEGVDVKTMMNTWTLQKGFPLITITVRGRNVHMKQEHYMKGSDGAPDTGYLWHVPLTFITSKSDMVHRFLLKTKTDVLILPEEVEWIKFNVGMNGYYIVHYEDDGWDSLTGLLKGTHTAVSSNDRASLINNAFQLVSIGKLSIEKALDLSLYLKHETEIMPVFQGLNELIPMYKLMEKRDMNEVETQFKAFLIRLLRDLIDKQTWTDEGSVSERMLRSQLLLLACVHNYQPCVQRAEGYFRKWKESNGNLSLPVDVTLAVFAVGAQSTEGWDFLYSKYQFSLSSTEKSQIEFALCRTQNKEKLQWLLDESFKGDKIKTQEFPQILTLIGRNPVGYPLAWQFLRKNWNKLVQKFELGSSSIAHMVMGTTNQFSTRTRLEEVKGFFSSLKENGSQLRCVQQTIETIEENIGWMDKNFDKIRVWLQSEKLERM
PglD inh = PglD (C. jejuni) enzyme inhibition; 360,000 compounds, 0.098% hits; purified PglD enzyme, DTNB colorimetric CoA detection; AID 602405; inhibition, % at 12.5 µM; in the data active = inhibition above about 16%, passing the limit was not always enough; inconclusive = no clear call, values can overlap the other calls; note: strong numbers were not always called active
FN deposition inh = fibronectin deposition inhibition; AH1F fibroblasts, Alexa488-fibronectin deposition fluorescence, overnight; inhibition, % at 12.6 µM; 350,000 compounds, 0.086% hits;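 active = mean inhibition across replicates of 30% or more, regardless of how many single replicates reach that level; inconclusive = mean under 30% yet at least half of replicates reach 30%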;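 note: positive control wells lacked labelled fibronectin entirely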
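Material: AH1F fibroblast monolayer depositing Alexa488-labelled fibronectin into matrix | Input: 10000 AH1F cells/well | Medium: DMEM plus 2% serum, read in PBS | Reagent: Alexa488-fibronectin, 24 nM final in well | Compound dosing: One dose per compound, pinned | Schedule: 1 h adhesion, overnight exposure | Measured by: Fluorescence at 485 nm excitation, 525 nm emission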
S100A4 inh HTS = inhibitors of human S100A4 binding to myosin IIA peptide | P26447 | S100A4/TAMRA-MyoIIA peptide fluorescence polarization | inhibition, % at 10.7 µM | 360,000 compounds, 0.14% hits | AID 652163;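 active = mean inhibition of at least 70% across replicates, with every replicate also reaching that level; inconclusive = mean inhibition reaches 70% but some replicates fall short; inactive = mean inhibition below 70%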
Target sequence (P26447 whole entry, looked up): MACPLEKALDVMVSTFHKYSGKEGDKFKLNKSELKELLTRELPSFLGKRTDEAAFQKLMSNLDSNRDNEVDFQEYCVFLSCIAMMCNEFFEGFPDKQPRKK
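Test system: S100A4 monomer protein; Medium: HEPES pH 7.2 with CaCl2, KCl, NaCl, DTT, Triton; Probe or stimulus: TAMRA-labelled myosin IIA heavy-chain peptide probe, 5 nM; Doses: one dose per compound; Times: polarization read 5 min after assay mix addition, stable 5–60 min; Benchmarks: neutral control DMSO, positive control TFP.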
PGC1a acetyl inh = lowers PGC1a acetylation signal in U2OS cells; AlphaScreen anti-acetyl-lysine; with virally co-expressed GCN5 acetyltransferase; inhibition, % at 15.6 µM; 350,000 compounds, 0.17% hits;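 active = every replicate shows inhibition of at least 40%; inconclusive = mean inhibition at least 40% but some replicate below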;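 note: 0% = neutral control wells and 100% = positive control wells; some results beyond the cut were filed as inactive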
Starred values were filed as active, the others as inactive; ? = inconclusive; . = not tested or not shown.

item	molecule	EWS-Fli block	LGR2 inh	PAX8 inh HTS	ERAP1 inh
1	Cc1cccc(CCN(CC(=O)NCc2ccc(F)cc2)C(=O)c2csnn2)c1	0.8	0.9	-5.9	2.0
2	O=C(c1cc(-c2cccnc2)nc2ccc(Cl)cc12)N1CCN(S(=O)(=O)c2cccs2)CC1	.	-14.9	25.7	-3.4
3	CCOC(=O)C1C(=O)NC(c2ccccc2)=NC1c1ccc(O)c(OC)c1 (centres undefined)	-5.7	-18.7	14.2	-6.4
4	CCSc1ccc(-c2cc(NC=O)c3ncc(-c4cccc(C(=O)NCCN(C)C)c4)n3c2)cc1	?	-16.8	99.3*	-5.8
5	Cc1cc(N(CN2CCCC2=O)C(=O)c2ccc(OC(C)C)cc2)no1	-13.0	-3.0	-17.1	6.0
6	CCC(C(=O)NC1CCCC1)N(C(=O)c1snc(C(N)=O)c1N)c1ccc(C)cc1C (centres undefined)	1.2	-5.9	7.1	3.3
7	COc1ccc2c(c1)sc1nc(=O)ccn12	12.2	0.6	6.6	-1.3
8	O=C(C[C@@H]1CC[C@@H]2[C@H](COC[C@H](O)CN2C(=O)c2cccnc2)O1)NC1Cc2ccccc2C1	3.2	14.3	-14.7	-2.6
9	O=C(Nc1cc2c3c(c1)CC(=O)N3CCC2)c1ccccc1F	-9.4	-21.2	-18.3	-3.0
10	CO[C@H]1CN(C)C(=O)c2cccc(C#N)c2OC[C@H]2O[C@@H](CC[C@H]2OC)CCN(C)C(=O)[C@H]1C	-8.6	7.7	-3.3	23.7
11	COc1ccc([Si](C)(C)[C@@H]2[C@@H](CCO)O[C@]3(C(=O)N(Cc4ccccc4)c4ccc(N5CCOC5=O)cc43)[C@H]2C)cc1	17.0	.	42.3	-1.9
12	C[C@@H]1CCCCO[C@@H](CN(C)Cc2ccc(C(F)(F)F)cc2)[C@H](C)CN([C@@H](C)CO)C(=O)c2cc(N(C)C)ccc2O1	9.8	-18.2	-3.2	1.9
13	O=C(Nc1nc(-c2ccc(F)c(F)c2)cs1)c1ccc(OCC2CCCO2)cc1 (centres undefined)	73.9*	6.7	14.4	1.8
14	O=C(NC1CCCN(Cc2ccccc2F)C1)c1cccs1 (centres undefined)	.	-0.3	-33.6	0.2
15	CC(NC(=O)/C(C#N)=C/c1ccc(N2CCOCC2)cc1)c1ccccc1 (centres undefined)	10.8	1.8	-0.3	-0.2

item	PglD inh	FN deposition inh	S100A4 inh HTS	PGC1a acetyl inh
1	1.4	-14.2	4.1	-0.9
2	5.8	.	3.9	.
3	.	-1.7	-2.4	-11.2
4	0.7	8.3	-5.6	.
5	.	.	-3.0	0.9
6	.	-0.2	-2.5	.
7	0.3	1.1	-14.4	.
8	-2.8	5.4	-11.2	-7.2
9	-1.3	3.7	-2.5	.
10	0.8	-5.2	-9.0	-0.1
11	-0.4	.	-15.5	-3.6
12	-0.8	.	5.9	-6.9
13	.	.	-1.9	.
14	-1.8	2.1	0.0	0.0
15	1.0	8.0	0.2	.

Remaining list, next part:
item	molecule	EWS-Fli block	LGR2 inh	PAX8 inh HTS	ERAP1 inh
16	O=Cc1ccc(N2CCCC2)o1	7.1	-2.1	8.4	8.6
17	COc1ccc(OC)c(NC(=S)N2CCN(Cc3ccccc3)CC2)c1	6.5	7.2	5.0	-0.8
18	C[C@@H]1CCCCO[C@H](CN(C)C)[C@H](C)CN([C@@H](C)CO)C(=O)c2cc(NC(=O)c3ccccc3)ccc2O1	1.3	27.9	-7.2	-3.9
19	CC1CCCCN1C(=O)C1COc2ccccc2O1 (centres undefined)	-8.6	-24.0	-13.1	3.2
20	CSCC(C)N1CCC(Oc2cccc(C(=O)NCc3ccccn3)c2)CC1 (centres undefined)	-12.0	-0.2	-2.7	0.3
21	Cc1cccc(NC(=O)CC(=O)Nc2cccc(C)c2)c1	4.9	-6.3	13.4	2.3
22	C[C@H](CO)N1C[C@H](C)[C@H](CN(C)CC2CCOCC2)Oc2cc(Br)ccc2S1(=O)=O	-2.3	-0.7	2.0	.
23	N/N=C/C(=N\Nc1ccc(Cl)cc1)C(=O)c1ccncc1	-13.0	0.0	20.1	-3.2
24	CN1CCN(CC(=O)Nc2nc3ccccc3s2)CC1	-31.6	-1.3	-11.9	-1.6
25	Cc1cccn2c(=O)nc(SCC(=O)c3ccc(Cl)cc3)nc12	-15.8	-0.8	-16.9	1.3
26	CC(=Nc1ccccc1O)c1sc2ccccc2c1O	-72.1	-58.2	-54.9	2.2
27	O=C(NC1CCCCC1)N[C@H]1CC[C@H](CCNS(=O)(=O)c2ccccc2)O[C@H]1CO	-4.8	1.8	9.2	-3.2
28	CCOC(=O)C1CCN(c2cc3c(cc2NC(=O)c2ccccc2Cl)n(C)c(=O)n3C)CC1	2.3	-0.5	4.7	3.6
29	CC(C)C(NC(=O)c1cccnc1)C(=O)O (centres undefined)	7.2	5.6	11.7	-0.8
30	Clc1cccc(Cl)c1/C=C/c1ccn[nH]1	27.4	-24.5	0.4	-1.2

item	PglD inh	FN deposition inh	S100A4 inh HTS	PGC1a acetyl inh
16	.	0.0	2.8	.
17	.	.	-2.1	.
18	1.1	.	6.2	2.3
19	1.8	-6.7	3.0	7.0
20	-7.3	-1.5	0.2	3.6
21	1.0	2.3	-3.6	9.8
22	-2.1	0.2	.	-2.0
23	4.2	16.1	3.7	-5.7
24	4.2	-4.2	-0.3	-7.6
25	-0.9	-4.1	-4.2	-23.4
26	-1.0	-3.9	3.0	2.4
27	3.1	.	-2.8	11.6
28	-2.3	7.9	-8.5	-5.9
29	5.4	-0.7	-0.6	24.3
30	2.5	-3.3	-7.7	1.5

2 entries from above, with one line to a screen:
[22] C[C@H](CO)N1C[C@H](C)[C@H](CN(C)CC2CCOCC2)Oc2cc(Br)ccc2S1(=O)=O
[19] CC1CCCCN1C(=O)C1COc2ccccc2O1 (centres undefined)
compound no.	22	19
EWS-Fli block	-2.3	-8.6
LGR2 inh	-0.7	-24.0
PAX8 inh HTS	2.0	-13.1
ERAP1 inh	.	3.2
PglD inh	-2.1	1.8
FN deposition inh	0.2	-6.7
S100A4 inh HTS	.	3.0
PGC1a acetyl inh	-2.0	7.0

An excerpt from above with just PGC1a acetyl inh and LGR2 inh.
cpd	structure	PGC1a acetyl inh	LGR2 inh
21	Cc1cccc(NC(=O)CC(=O)Nc2cccc(C)c2)c1	9.8	-6.3
8	O=C(C[C@@H]1CC[C@@H]2[C@H](COC[C@H](O)CN2C(=O)c2cccnc2)O1)NC1Cc2ccccc2C1	-7.2	14.3
29	CC(C)C(NC(=O)c1cccnc1)C(=O)O (centres undefined)	24.3	5.6
13	O=C(Nc1nc(-c2ccc(F)c(F)c2)cs1)c1ccc(OCC2CCCO2)cc1 (centres undefined)	.	6.7

Additional entries follow.
item	molecule	EWS-Fli block	LGR2 inh	PAX8 inh HTS	ERAP1 inh
31	CC1(C(=O)NS(=O)(=O)C2CC2)CCCN(C(=O)c2ccc(F)cc2Cl)C1 (centres undefined)	-1.6	12.1	-3.8	2.2
32	COc1ccc(OC)c(NC(=O)COC(=O)CCCN2C(=O)c3ccccc3C2=O)c1	-3.2	-3.7	-7.3	2.1
33	CCC(C)NS(=O)(=O)c1ccc(NC(=O)C2CCCO2)cc1 (centres undefined)	1.6	-8.1	-6.6	2.3
34	COc1cc2nc(/C=C/c3ccc(N(C)C)cc3)sc2cc1SC	-11.8	-10.6	-1.4	-0.3
35	CCCC(=O)N1CC2(C1)CN(Cc1ccc(Cl)cc1)[C@H](CO)c1[nH]c3cc(OC)ccc3c12	8.8	15.3	10.5	0.5
36	Cc1ccccc1NC(=O)Cn1nc(C)c2ccccc2c1=O	-4.2	19.2	-22.4	-0.1
37	Cc1ccnc(N2C(=O)c3ccccc3C2Nc2ccc3c(c2)OCCO3)c1 (centres undefined)	-38.9	66.5*	-52.5	-0.6
38	Cc1cccc(C)c1NC(=O)C1=C(O)c2ccccc2N(C)S1(=O)=O	.	.	35.7	.
39	CSc1nnc(-c2ccccc2)o1	.	-2.4	.	.
40	CCc1n[nH]c(=S)n1/N=C/c1ccc(NC(C)=O)cc1	-7.1	-45.7	18.0	-0.5
41	C[C@@H]1CCCCO[C@@H](CN(C)Cc2ccc3c(c2)OCO3)[C@@H](C)CN([C@H](C)CO)C(=O)c2cc(NC(=O)CCCCCC(=O)Nc3ccccc3N)ccc2O1	9.5	9.2	24.1	1.7
42	Cc1cc(C)c2sc(C)[n+](CCCS(=O)(=O)[O-])c2c1	6.1	0.9	-8.1	97.2*
43	CCN(CC)N=Nc1ccc(S(N)(=O)=O)cc1	-21.1	16.3	-2.3	1.2
44	O=C(NCc1ccc2c(c1)OCO2)c1cc(-n2cnnc2)ccc1Cl	.	.	-0.7	.
45	O=C(COC(=O)c1cccc2ccccc12)Nc1cccnc1Cl	-7.1	.	-9.2	4.7

item	PglD inh	FN deposition inh	S100A4 inh HTS	PGC1a acetyl inh
31	-1.1	2.3	-3.4	1.1
32	0.8	13.4	-5.9	6.8
33	.	12.1	6.8	.
34	-14.8	1.7	-52.8	.
35	.	.	1.2	-6.7
36	-4.2	-2.2	-6.0	-2.3
37	-0.8	1.7	-0.5	.
38	6.2	20.0	.	2.1
39	0.9	-7.5	.	3.4
40	1.3	0.3	-3.3	.
41	.	.	30.0	4.9
42	4.7	-1.6	-16.1	3.4
43	.	8.6	-7.3	-10.0
44	1.1	-8.7	.	12.1
45	.	-17.4	0.2	.

More entries follow.
item	molecule	EWS-Fli block	LGR2 inh	PAX8 inh HTS	ERAP1 inh
46	O=C(CS(=O)(=O)c1ccc2ccccc2c1)N1CCCCCC1	-7.6	-7.9	-5.7	1.0
47	O=C(NCC(=O)N1CCN(C/C=C/c2ccccc2)CC1)c1ccc(Br)cc1	6.4	6.1	2.2	-0.9
48	COCC1CCN(Cc2cn(-c3ccccc3F)nc2-c2cc(C)sc2C)CC1	3.1	-7.3	13.6	-1.4
49	CCS(=O)(=O)N1Cc2ccccc2CC1C(=O)Nc1nnc(SCc2c(Cl)cccc2Cl)s1 (centres undefined)	0.5	0.4	113.3*	-0.5
50	CC(=O)N1CCN(C(=O)COC(=O)CNC(=O)c2ccc(C)cc2)CC1	0.6	9.7	0.1	0.4
51	C[C@H](NC(=O)c1ccc2ccccc2c1)C(=O)N1CCC2(CC1)NCCc1[nH]cnc12	3.3	-10.9	-17.2	1.4
52	COC(=O)c1c(C)[nH]c(C(=O)C(C)OC(=O)c2cnc(C)cn2)c1C (centres undefined)	0.0	-1.1	-8.7	5.8
53	CSCCC(NC(=O)COc1ccccc1)C(=O)N(C)CC(=O)Nc1ccc(C)cc1 (centres undefined)	9.6	0.5	8.0	-4.0
54	COc1ccc(Cc2c(-c3ccccc3)nc3c(C)cc(Br)cn23)c(C)c1	-8.6	-4.8	2.1	7.3

item	PglD inh	FN deposition inh	S100A4 inh HTS	PGC1a acetyl inh
46	.	.	1.9	.
47	1.6	1.7	5.4	.
48	-6.3	-5.5	0.2	4.2
49	0.3	-2.8	-6.4	4.7
50	-1.8	-0.1	1.5	3.3
51	0.6	4.6	-8.3	-1.4
52	-3.1	3.7	-7.2	5.6
53	-4.4	9.3	-6.4	-4.3
54	0.5	-8.5	-0.4	-7.5
